Screening data from PubChem.
FXN GAA850 act = increases GAA850 frataxin promoter reporter activity; HEK293 lucGAA850 FXN promoter luciferase reporter, 24 h; percent of 10 µM SAHA response; activation, % at 6 µM; actives 0.56% (n = 360,000); AID 540364;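 active = activation above the average of all compounds screened plus 3 SD, cutoff fixed separately per campaign, cut at about 7.5% in these data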;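 also: 0% = DMSO wells and 100% = 10 µM SAHA wells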
ssDAF12 agonist = S. stercoralis DAF-12 activation, primary screen. HEK293 ssDAF-12/GRIP1 lit1-tk-luc reporter, luminescence; % of 3 µM dafachronic acid response. activation, % at 6.8 µM. actives 1% (n = 370,000). AID 652126;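 active = activation above the mean over all tested compounds plus 3 SD, cut at about 0.9% in these data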;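 also: 0% = DMSO-only wells and 100% = 3 µM delta7-dafachronic acid wells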
ADAM17 inh = ADAM17 inhibition, QFRET primary screen. P78536. recombinant ADAM17, EDANS/DABCYL FRET peptide cleavage. inhibition, % at 6.95 µM. actives 0.83% (n = 370,000). AID 720648;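 active = inhibition above the mean of compounds lying between control limits plus 3 SD, set per campaign, cut at about 8.5% in these data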;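 also: 0% = DMSO-only wells as the low control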
PG9 binder = PG9 antibody binding by small molecule; TR-FRET gp120-PG9 antibody binding; inhibition, % at 6.7 µM; actives 0.43% (n = 360,000); AID 624416; in the data active = inhibition above about 8.5%
SMARCA2 activ = activators of SMARCA2 function. MG213 cells, MMTV-luciferase reporter, dexamethasone, overnight. activation, % at 9.1 µM. actives 1% (n = 370,000). AID 652017; in the data active = activation above about 7.8%;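 also: 0% = vehicle wells and 100% = reference activator wells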
GC-A act = GC-A (human) enzyme activation; HEK293 GC-A cells, cGMP TR-FRET, EC30 ANP; 0% at EC30 ANP, 100% saturating ANP; activation, % at 10 µM; actives 0.14% (n = 370,000); AID 1671463; in the data active = activation above about 40%
ADAM10 inh = inhibitors of human ADAM10 | actives 0.62% (n = 370,000) | AID 720582 | O14672 | inhibition, % at 7 µM | recombinant ADAM10, EDANS/DABCYL FRET peptide cleavage, 3 h;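 active = inhibition above a per-campaign cutoff equal to the mean of compounds falling between control-based bounds plus 3 SD, cut at about 20% in these data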;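 also: 0% = DMSO wells while the 100% control is not disclosed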
Target sequence (O14672 214-748 limits assumed): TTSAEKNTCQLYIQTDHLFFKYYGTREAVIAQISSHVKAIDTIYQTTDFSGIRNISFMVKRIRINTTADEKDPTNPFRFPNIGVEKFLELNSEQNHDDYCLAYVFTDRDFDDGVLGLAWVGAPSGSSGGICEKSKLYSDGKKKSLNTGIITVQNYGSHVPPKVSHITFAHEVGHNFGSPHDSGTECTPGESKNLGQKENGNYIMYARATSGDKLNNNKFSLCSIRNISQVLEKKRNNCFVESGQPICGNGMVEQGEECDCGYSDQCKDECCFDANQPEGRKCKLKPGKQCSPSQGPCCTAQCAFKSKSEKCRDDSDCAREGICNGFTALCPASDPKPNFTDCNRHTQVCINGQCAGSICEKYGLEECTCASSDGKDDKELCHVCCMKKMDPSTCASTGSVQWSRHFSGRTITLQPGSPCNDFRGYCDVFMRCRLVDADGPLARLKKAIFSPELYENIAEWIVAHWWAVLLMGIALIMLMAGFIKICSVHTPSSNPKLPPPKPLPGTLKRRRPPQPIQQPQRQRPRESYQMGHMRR
hcDAF-12 act = H. contortus DAF-12 activation, primary screen. HEK293 hcDAF-12 lit1-tk-luc reporter, luminescence; 0% DMSO, 100% Δ7-dafachronic acid. activation, % at 6.8 µM. actives 1.4% (n = 370,000). AID 652067;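 active = activation above the mean of all tested compounds plus 3 SD, cut at about 5.5% in these data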;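 also: 100% = response to 3 µM Δ7-dafachronic acid high control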
DAX1 inh-1 = blocks DAX1 repression of SF-1 activated StAR promoter; HEK293T StAR-luciferase reporter, SF-1/DAX-1 repression relief; inhibition, % at 6.8 µM; actives 1.1% (n = 370,000); AID 652010;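 active = inhibition above the mean over all tested compounds plus 3 SD, cut at about 3.6% in these data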;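 also: 0% = DAX-1 cells with DMSO and 100% = cells lacking DAX-1 with DMSO; higher inhibition means more luminescence from relief of DAX-1 repression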
hgDAF-12 ag = activates the H. glycines DAF-12 receptor ligand-binding domain | HEK293 GAL4-hgDAF12 UAS-luciferase reporter, agonist luminescence; normalized to butyrate control | activation, % at 6.8 µM | actives 1.8% (n = 370,000);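 active = activation above a cutoff set at the mean of all screened compounds plus 3 SD, cut at about 10% in these data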;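 also: 0% = DMSO wells and 100% = sodium butyrate wells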
DAX1 inh-2 = inhibitors of human orphan nuclear receptor DAX1 (NR0B1) | HEK293 Gal4-DAX1 luciferase reporter, luminescence | AID 504766 | P51843 | inhibition, % at 6.75 µM | actives 0.99% (n = 340,000);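 active = inhibition above the mean over all tested compounds plus 3 SD, cut at about 4.2% in these data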;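 also: 0% = DAX1-transfected cells with DMSO and 100% = empty-vector control cells with DMSO; inhibition shows as a rise in luminescence from relieved DAX1 repression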
Target sequence (P51843 207-470 limits assumed): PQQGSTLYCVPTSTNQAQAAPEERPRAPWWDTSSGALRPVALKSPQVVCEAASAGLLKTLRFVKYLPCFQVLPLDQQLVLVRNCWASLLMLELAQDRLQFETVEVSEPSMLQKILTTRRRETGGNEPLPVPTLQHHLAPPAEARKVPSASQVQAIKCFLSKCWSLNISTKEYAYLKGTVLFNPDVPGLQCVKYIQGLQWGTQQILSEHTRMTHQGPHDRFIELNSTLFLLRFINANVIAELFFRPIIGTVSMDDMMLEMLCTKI
Starred values were filed as active, the others as inactive; · = no result given.

SMILES	FXN GAA850 act	ssDAF12 agonist	ADAM17 inh	PG9 binder	SMARCA2 activ	GC-A act	ADAM10 inh	hcDAF-12 act	DAX1 inh-1	hgDAF-12 ag	DAX1 inh-2
O=C(CN1C(=O)NC2(CCCCCCC2)C1=O)NCc1ccc(F)cc1	0.2	-1.6	-2	1.4	-1	0	-16	-0.5	-1.8	2.5	-0.5
CCCN(C(=O)c1cn(-c2ccccc2)nc1-c1ccc(OC)cc1)C1CCS(=O)(=O)C1 (stereo not drawn)	2.5	-1.4	-5	-0.8	-2	-1	-22	-0.4	-0.7	-1.7	-0.7
CC1CCN(C(=O)c2[nH]cnc2C(=O)N(C)Cc2ccccc2)CC1	1.9	-1.2	-2	-0.4	1	0	1	0.1	-0.2	3.6	1.1
CCCCn1c(O)c(N=Nc2ccccc2O)c2ccccc21	0.8	-0.9	-5	0.2	0	-3	-1	1.5	-0.3	2.1	0.6
Cc1ccc(C)c(Nc2nc3ccccc3n3cnnc23)c1	4.2	-0.7	-1	-1.3	2	-6	-1	-0.7	-0.1	-0.3	1.1
C=CCN(c1ccccc1Cl)S(=O)(=O)c1cccc(C(=O)NCCc2ccc(OC)cc2)c1	-4.9	-1.9	6	-0.2	-4	-1	13	-2.3	-1.8	-0.5	-2.7
Clc1cccc(CSc2nnc(-c3ccccn3)n2Cc2ccco2)c1	0.7	-1.7	-1	-0.2	-1	-22	-2	-1.8	-0.9	2.1	-2.0
CC(C)CN(C(=O)Cn1c(Cl)nc2c1c(=O)n(C)c(=O)n2C)C1CCS(=O)(=O)C1 (stereo not drawn)	-0.3	-0.9	-1	-0.2	0	4	-13	-1.1	0.5	-1.9	1.2
CCOc1ccc(NC(=O)CCCCCN2C(=O)[C@@H]3Cc4ccccc4CN3C2=O)cc1	-1.0	-1.1	-3	-1.4	-3	4	4	-3.0	-0.6	0.2	-0.3
CC(C)NC(=O)CN(CCc1ccccc1)S(C)(=O)=O	2.9	-0.8	-1	-1.0	-2	1	7	-0.6	0.5	-3.0	0.5
Cc1c(/C(O)=C2/C(=O)C(=O)N(CCN3CCOCC3)C2c2cccs2)cnn1-c1ccccc1 (stereo not drawn)	-4.7	-1.5	-5	4.9	-1	3	-7	0.3	-0.2	-0.2	2.6
COc1ccc(-c2cccc(C(=O)NCC(=O)O)c2)cc1	-0.3	-0.7	-4	0.1	2	-2	0	-0.1	0.3	0.6	1.1
CCN1C(=O)[C@H]2[C@@H](c3ccc(OC)cc3)N[C@]3(CCCN(Cc4ccc(C)cc4)C3=O)[C@H]2C1=O	1.0	-1.0	-5	-3.1	-2	4	-16	0.0	-1.3	-2.6	0.0
O=C(c1cccc(Cl)c1)N(Cc1ccco1)C1CCS(=O)(=O)C1 (stereo not drawn)	-0.8	-1.3	0	1.9	0	-11	-7	1.5	0.7	-0.1	1.2
COc1ccc(-c2cc(-c3nnc(-c4ccncc4)o3)c3ccccc3n2)cc1	1.0	-1.2	-5	0.3	-3	3	-8	-1.1	-0.1	-2.6	-0.9
COc1ccc(C(C)(C)C)cc1NC(=O)c1ccc[n+]([O-])c1	0.9	-1.3	0	-1.6	-3	1	1	-1.8	0.4	-1.5	-0.1
CCOc1ccc(NC(=O)CSc2nnnn2CC(=O)O)cc1	-0.6	-1.1	0	-0.2	1	0	1	-1.0	0.8	0.1	0.4
CC1CN(c2ccc([N+](=O)[O-])c(NCCOc3ccccc3)c2)CC(C)N1 (stereo not drawn)	1.2	-1.0	-1	-1.7	-2	21	-8	-1.2	0.2	-1.2	0.2
O=C(Nc1ccc(C2=CN(Cc3ccccc3)CCC2=O)cc1)OCc1ccccc1	0.1	-1.4	-5	-0.5	-1	-2	3	-0.5	0.3	1.6	0.8
O=C(CCN1C(=O)/C(=C/c2ccccc2Cl)SC1=S)Nc1cccnc1	0.4	-1.0	-2	-2.1	-1	0	10	-0.2	0.0	1.8	-0.1
COc1ccc2ccccc2c1CN1CCN(C(=O)c2ccccc2)CC1	1.4	-1.6	4	-2.3	0	-2	12	-2.1	-1.5	-3.8	-0.2
CCN(CC)CCCNc1oc(-c2ccccc2[N+](=O)[O-])nc1C#N	2.6	-0.6	-7	-2.4	-2	1	-17	2.5	1.1	0.5	2.4
COc1ccc(NC(=O)NCc2ccccn2)cc1	1.8	-1.0	-4	2.6	-2	2	-4	-0.5	0.2	0.7	-0.7
CC1(C)CC(NC(=O)COc2ccc3ccc(=O)oc3c2)CC(C)(C)N1	-0.9	-1.5	-24	0.7	3	4	-78	-0.7	-0.1	1.1	-0.4
Cc1nn(CC(=O)O)c(C)c1C	-0.4	-0.7	-3	-2.0	-1	5	-1	-0.1	-0.1	2.1	1.0
Other records follow.
SMILES	FXN GAA850 act	ssDAF12 agonist	ADAM17 inh	PG9 binder	SMARCA2 activ	GC-A act	ADAM10 inh	hcDAF-12 act	DAX1 inh-1	hgDAF-12 ag	DAX1 inh-2
O=C(Nc1ccc(O)cc1)C1CC=CCC1 (stereo not drawn)	-0.9	-1.3	-3	-0.6	3	0	3	0.2	0.2	2.1	1.6
CCOC(=O)c1sc(NC(=O)c2ccc(OC)cc2)nc1C	1.0	-0.9	1	1.7	-1	0	-4	1.8	0.9	0.1	-0.2
CC(=O)Nc1ccc(S(=O)(=O)N2CCn3cccc3C2C)cc1 (stereo not drawn)	0.3	-1.3	-5	-1.1	-2	0	-18	-1.7	-0.9	1.5	-0.2
Cc1cc(C(=O)N2CCN(c3ncccn3)CC2)cs1	2.2	-1.4	-9	0.6	-2	3	-3	-0.9	-0.9	1.8	0.5
CCC(NC(=O)c1ccc(C#CC2(O)CCCCC2)cc1)C(=O)O (stereo not drawn)	1.9	-0.8	1	-0.3	-1	1	3	-1.9	-0.3	1.9	1.1
Cc1sc(NC(=O)c2ccccc2)c(C(c2ccc(Cl)cc2)N2CCN(CCO)CC2)c1C (stereo not drawn)	-4.3	-1.3	1	0.8	-2	-31	-11	-2.0	-0.3	-4.4	-1.1
COCc1nnc(SCC(=O)Nc2cccc(Cl)c2C)n1-c1ccccc1	2.2	-1.0	1	0.5	2	1	-6	-0.2	0.7	0.2	-0.8
COc1cc(/C=C/C(=O)Nc2ccc(S(=O)(=O)Nc3ncccn3)cc2)ccc1OCC#N	0.2	-0.7	-3	-0.3	-3	-2	-18	-1.2	-1.1	-1.8	1.3
CCC(NS(=O)(=O)c1ccc2c(c1)NC(=O)C(C)C(=O)N2)c1cccs1 (stereo not drawn)	-1.6	-1.2	5	3.4	0	7	-6	-1.2	0.5	2.1	-0.2
O=C(O)c1cc2cc(OCc3ccccc3)ccc2[nH]1	3.4	-0.5	-29	-0.6	0	5	-100	4.7	1.3	3.2	0.6
Cc1cccc(C)c1NC(=O)c1cc2c(=O)c3ccccc3oc2nc1C(F)(F)F	-1.2	-1.2	-6	5.6	-2	-1	-14	-0.5	0.1	-4.2	-1.9
CCOC(=O)c1cccc(NC(=O)c2ccc(N(C)C)cc2)c1	4.4	-0.7	-1	-2.9	4	-2	1	1.2	1.7	11*	-3.0
COC(=O)C1=C(C)N(Cc2ccccc2)C(=S)N[C@H]1c1cccc(C(F)(F)F)c1	1.8	-1.0	7	-0.8	1	-1	14	-1.4	-0.4	1.9	1.3
O=C(CCN1C(=O)C2CCCCC2C1=O)N1CCN(S(=O)(=O)c2cccc(F)c2)CC1 (stereo not drawn)	0.2	-1.0	-2	-0.6	-1	2	-5	-1.0	-0.5	0.9	1.2
CC(CC(=O)Nc1ccc(-c2ccno2)cc1)n1cccn1 (stereo not drawn)	1.2	-1.2	-1	-2.8	2	-3	7	-0.9	-0.4	-1.2	0.0
Nc1nc2c(nc(SCc3ccccc3Br)n2[C@@H]2O[C@H](CO)[C@@H](O)[C@H]2O)c(=O)[nH]1	1.2	-0.7	-4	-4.2	-2	2	-7	-1.3	0.1	-1.0	0.4
CC1CCN(c2nc3c(c(=O)n(C)c(=O)n3C)n2Cc2ccccc2)CC1	0.7	-1.1	2	-1.9	-4	-3	13	-0.2	0.5	2.2	0.1
C=CCn1nc(-c2ccccc2)c2c(C)onc2c1=O	1.6	-0.6	2	-0.5	-3	3	-8	2.1	-0.5	-0.6	2.7
Cc1ccc(C(=O)Nc2ccc(S(=O)(=O)N3CCc4ccccc43)cc2)o1	1.6	-2.0	2	-0.4	-4	-18	8	-1.6	-0.9	-0.4	-0.9
Cc1onc(-c2c(Cl)cccc2Cl)c1C(=O)NCCCN1CCOCC1	0.6	-1.2	-6	-0.7	-3	0	0	-1.0	-0.1	0.4	1.5
CCCCNc1ccc2c(c1)OC[C@@H](C)NS2(=O)=O	·	-1.2	-3	-0.2	-4	1	-8	0.3	0.4	-1.3	·
CC(=O)Nc1ccc(S(=O)(=O)N2CCN(C(=O)c3ncoc3-c3ccc(F)cc3)CC2)cc1	1.3	-1.1	2	0.5	-2	1	2	-0.8	-0.4	-0.5	-1.9
C=CCSc1nnc(-c2cc3c(-c4ccccc4)nn(C)c3s2)n1C	-1.6	-1.5	-18	-0.6	-1	7	-55	-2.1	-1.7	-1.4	-0.8
CCn1cc([N+](=O)[O-])c(C(=O)Nc2ccc3c(c2)OCCO3)n1	-0.5	-1.2	3	-0.8	-2	-1	2	0.5	1.4	5.2	0.1
O=C(NCCc1ccccc1)C(=O)NCC1OCCN1S(=O)(=O)c1ccc2c(c1)OCCO2 (stereo not drawn)	-1.1	-0.9	-5	2.0	-2	-1	5	-2.0	-1.2	-2.7	-0.8
More structures
SMILES	FXN GAA850 act	ssDAF12 agonist	ADAM17 inh	PG9 binder	SMARCA2 activ	GC-A act	ADAM10 inh	hcDAF-12 act	DAX1 inh-1	hgDAF-12 ag	DAX1 inh-2
COc1ccc(CNCCC2(Cc3ccccc3)CC(C)N(C)CC2C)cc1OC (stereo not drawn)	-1.6	-0.6	0	1.4	8.3*	-4	-4	-0.6	0.8	-4.2	1.3
COc1ccc(S(=O)(=O)NCC2(N3CCOCC3)CCCCC2)cc1OC	-2.4	-0.7	2	-0.6	1	-2	-7	-1.1	-1.3	-1.4	0.5
S=C(NCCN1CCCCC1)Nc1ccc(Br)cc1	-0.1	-0.4	-1	-2.4	0	-8	13	-0.7	-0.9	0.9	1.7
CN1CCN(c2nc3c(c(=O)[nH]c(=O)n3C)n2CCSc2nc3ccccc3s2)CC1	0.7	-0.5	-4	-0.8	0	0	-3	0.8	1.6	-3.0	-1.2
O=C(Nc1ccccc1)c1ccsc1	2.1	-1.1	-1	-2.9	2	3	0	0.4	0.4	0.8	-0.5
CCNc1nc(NCC)nc(N(C)/N=C/c2ccco2)n1	2.0	-0.9	-4	-1.3	1	6	-2	0.0	-0.4	-3.7	1.9
CC1CCN(Cc2c(C(=O)O)nnn2-c2nonc2N)CC1	2.3	-0.3	-5	1.2	-3	·	-7	0.4	0.8	2.6	3.3
